From PubChem
DAX1 inh-1 – inhibitors of DAX1 repression of SF-1 activated StAR promoter | AID 652010 | 370,000 tested, 1.1% active | HEK293T StAR-luciferase reporter, SF-1/DAX-1 repression relief | inhibition, % at 6.8 µM;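 active means inhibition above the mean over all tested compounds plus 3 SD, cut at about 3.6% in these data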;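 further: 0% = DAX-1 cells with DMSO and 100% = cells lacking DAX-1 with DMSO; higher inhibition means more luminescence from relief of DAX-1 repression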
NPR1 activator – GC-A (human) enzyme activation. P16066. HEK293 GC-A cells, cGMP TR-FRET, EC30 ANP; 0% at EC30 ANP, 100% saturating ANP. activation, % at 10 µM. 370,000 tested, 0.14% active; in the data active means activation above about 40%
Target sequence (P16066 whole entry, looked up): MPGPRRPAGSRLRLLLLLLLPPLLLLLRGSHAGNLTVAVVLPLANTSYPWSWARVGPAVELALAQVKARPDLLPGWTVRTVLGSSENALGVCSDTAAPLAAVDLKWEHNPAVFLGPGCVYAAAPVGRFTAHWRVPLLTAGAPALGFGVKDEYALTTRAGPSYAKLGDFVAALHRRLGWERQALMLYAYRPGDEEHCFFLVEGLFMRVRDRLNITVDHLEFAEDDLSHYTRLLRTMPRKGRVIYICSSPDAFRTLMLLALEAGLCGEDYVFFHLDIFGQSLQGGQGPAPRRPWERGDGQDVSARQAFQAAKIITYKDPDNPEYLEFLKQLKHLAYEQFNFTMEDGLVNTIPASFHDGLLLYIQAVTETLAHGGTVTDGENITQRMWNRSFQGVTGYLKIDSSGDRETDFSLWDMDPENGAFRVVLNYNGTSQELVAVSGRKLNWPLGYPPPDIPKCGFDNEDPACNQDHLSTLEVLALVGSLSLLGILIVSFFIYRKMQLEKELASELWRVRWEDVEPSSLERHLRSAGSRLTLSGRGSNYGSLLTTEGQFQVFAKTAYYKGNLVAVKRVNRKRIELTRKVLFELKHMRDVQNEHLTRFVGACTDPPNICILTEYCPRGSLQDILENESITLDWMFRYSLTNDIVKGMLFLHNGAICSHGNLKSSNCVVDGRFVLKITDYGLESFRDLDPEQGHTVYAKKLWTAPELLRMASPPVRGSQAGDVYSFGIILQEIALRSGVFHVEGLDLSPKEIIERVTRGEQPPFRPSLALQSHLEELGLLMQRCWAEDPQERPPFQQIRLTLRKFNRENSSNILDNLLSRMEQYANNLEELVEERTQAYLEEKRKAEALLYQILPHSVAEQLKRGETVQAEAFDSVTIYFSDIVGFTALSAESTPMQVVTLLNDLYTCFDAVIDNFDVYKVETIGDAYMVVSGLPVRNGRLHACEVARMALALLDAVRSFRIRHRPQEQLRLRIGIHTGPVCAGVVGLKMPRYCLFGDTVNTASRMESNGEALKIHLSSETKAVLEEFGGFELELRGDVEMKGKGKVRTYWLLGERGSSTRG
ssDAF-12 act – S. stercoralis DAF-12 activation, primary screen | HEK293 ssDAF-12/GRIP1 lit1-tk-luc reporter, luminescence; % of 3 µM dafachronic acid response | activation, % at 6.8 µM | 370,000 tested, 1% active | AID 652126;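 active means activation above the mean over all tested compounds plus 3 SD, cut at about 0.9% in these data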;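 further: 0% = DMSO-only wells and 100% = 3 µM delta7-dafachronic acid wells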
ADAM17 inh – ADAM17 inhibition, QFRET primary screen | AID 720648 | P78536 | inhibition, % at 6.95 µM | recombinant ADAM17, EDANS/DABCYL FRET peptide cleavage | 370,000 tested, 0.83% active;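 active means inhibition above the mean of compounds lying between control limits plus 3 SD, set per campaign, cut at about 8.5% in these data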;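 further: 0% = DMSO-only wells as the low control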
SMARCA2 activ – increases SMARCA2 function in MMTV reporter cells; activation, % at 9.1 µM; 370,000 tested, 1% active; MG213 cells, MMTV-luciferase reporter, dexamethasone, overnight; in the data active means activation above about 7.8%;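 further: 0% = vehicle wells and 100% = reference activator wells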
hcDAF12 agonist – activates DAF-12 receptor from parasite H. contortus. HEK293 hcDAF-12 lit1-tk-luc reporter, luminescence; 0% DMSO, 100% Δ7-dafachronic acid. activation, % at 6.8 µM. 370,000 tested, 1.4% active;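 active means activation above the mean of all tested compounds plus 3 SD, cut at about 5.5% in these data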;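 further: 100% = response to 3 µM Δ7-dafachronic acid high control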
PG9 binder – PG9 antibody binding by small molecule; TR-FRET gp120-PG9 antibody binding; inhibition, % at 6.7 µM; 360,000 tested, 0.43% active; AID 624416; in the data active means inhibition above about 8.5%
GAA850 FXN act – activators of GAA850 frataxin (FXN) promoter. HEK293 lucGAA850 FXN promoter luciferase reporter, 24 h; percent of 10 µM SAHA response. activation, % at 6 µM. 360,000 tested, 0.56% active. AID 540364;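 active means activation above the average of all compounds screened plus 3 SD, cutoff fixed separately per campaign, cut at about 7.5% in these data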;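 further: 0% = DMSO wells and 100% = 10 µM SAHA wells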
ADAM10 inh – inhibitors of human ADAM10; O14672; recombinant ADAM10, EDANS/DABCYL FRET peptide cleavage, 3 h; inhibition, % at 7 µM; 370,000 tested, 0.62% active;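 active means inhibition above a per-campaign cutoff equal to the mean of compounds falling between control-based bounds plus 3 SD, cut at about 20% in these data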;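 further: 0% = DMSO wells while the 100% control is not disclosed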
hgDAF12 agonist – hgDAF-12 agonism, primary luciferase screen. 370,000 tested, 1.8% active. HEK293 GAL4-hgDAF12 UAS-luciferase reporter, agonist luminescence; normalized to butyrate control. activation, % at 6.8 µM;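 active means activation above a cutoff set at the mean of all screened compounds plus 3 SD, cut at about 10% in these data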;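 further: 0% = DMSO wells and 100% = sodium butyrate wells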
DAX1 inh-2 – NR0B1 (DAX1) inhibition; P51843; HEK293 Gal4-DAX1 luciferase reporter, luminescence; inhibition, % at 6.75 µM; 340,000 tested, 0.99% active; AID 504766;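 active means inhibition above the mean over all tested compounds plus 3 SD, cut at about 4.2% in these data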;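 further: 0% = DAX1-transfected cells with DMSO and 100% = empty-vector control cells with DMSO; inhibition shows as a rise in luminescence from relieved DAX1 repression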
An asterisk follows results filed as active; nt = not tested or not shown.

SMILES	DAX1 inh-1	NPR1 activator	ssDAF-12 act	ADAM17 inh	SMARCA2 activ	hcDAF12 agonist	PG9 binder	GAA850 FXN act	ADAM10 inh	hgDAF12 agonist	DAX1 inh-2
Cc1cccc(-n2nc([N+](=O)[O-])c(N3CCN(C(=O)c4ccco4)CC3)[n+]2[O-])c1	2.1	-6	-0.7	-3	-2	-2.5	-0.2	2.2	-11	0.3	0.7
CC(=O)Oc1ccc(C2OC(=O)c3ccccc3N2C(C)=O)cc1 (configuration not stated)	0.4	2	-0.4	4	-4	-0.5	0.3	0.2	2	2.6	1.3
CCCCn1c(SCC(=O)NCc2ccco2)nc2c(sc3ccccc32)c1=O	-0.8	-2	-1.4	-7	-3	-1.7	2.1	-3.3	-12	-0.8	0.5
CCOC(=O)c1[nH]c2ccc(C)cc2c1NC(=O)CN1CCCCC1	-1.1	1	-1.0	-20	0	-1.1	-4.1	1.6	-52	-1.5	-1.1
COc1cc(SC)ccc1C(=O)Nc1ncc(Cl)cc1Cl	0.5	0	-0.8	1	2	1.4	5.5	9.8*	-5	5.8	0.3
CC(=O)Nc1ccc(S(=O)(=O)N(C)CC(=O)Nc2nc3ccccc3[nH]2)cc1	-0.9	1	-1.3	2	-1	-0.5	1.3	-1.3	-13	-0.2	-0.3
COc1cccc(OC)c1OCC(C)CNCC1CCCO1 (configuration not stated)	0.1	-3	-1.4	-5	-2	0.9	-1.5	0.0	-4	-0.9	0.4
CC1CCN(C(=O)c2cc(-c3ccccc3O)on2)CC1	10*	3	1.1*	0	4	6.2*	2.3	4.0	7	24*	3.5
COCCNc1nc(NCc2cccc(OC)c2)c2sccc2n1	-1.8	2	-1.5	-7	2	-3.0	-3.5	-0.7	-25	-3.2	nt
c1ccc(CSc2ccc(-c3cccs3)nn2)cc1	4.3*	3	0.7	0	4	3.0	1.9	3.9	4	14*	1.3
Cc1ccc(Sc2ccc(/C=C3/C(=O)NN(c4ccccc4)C3=O)o2)cc1	0.8	2	0.2	8.8*	-5	0.6	-3.5	-2.2	20	0.7	-0.7
O=C(NCCc1ccc(Cl)cc1)c1cc2ccccn2n1	-0.1	4	-2.0	-2	-4	-2.6	0.5	1.1	1	0.3	1.4
CCCCCc1cc(=O)oc2c(C(CCN(CC)CC)c3ccc(OC)cc3)c(OC)cc(OC)c12 (configuration not stated)	-0.3	-1	-0.9	-38	-1	0.0	0.9	-2.9	-113	2.2	0.8
Cc1cc(=O)n2c3ccccc3n(CC(O)CN3CCCCC3)c2c1C#N (configuration not stated)	0.0	-2	-1.6	-34	0	-1.7	-1.5	-4.9	-103	-1.1	1.3
C=CCNC(=S)NNC(=O)c1cc(C)nc2ccccc12	0.1	-2	-1.2	-4	-1	-3.1	0.0	0.7	-12	-0.6	-0.4
CCc1nnc(NC(=O)CCC(=O)N2CCC(Cc3ccccc3)CC2)s1	-1.9	0	-1.4	1	-3	-1.1	-1.8	3.0	5	0.3	0.3
O=C(Cc1ccccc1[N+](=O)[O-])Nc1nccs1	-0.1	2	-0.1	-10	1	4.1	0.4	3.6	-8	3.4	-0.1
CCOC(=O)Cc1csc(NC(=O)C(NC(=O)C2CCCCC2)C(C)C)n1 (configuration not stated)	-0.5	-5	-1.2	-7	-2	-1.5	1.2	-1.6	-4	-3.4	1.2
CCn1c(N)c(C(=O)Nc2ccccc2C(=O)OC)sc1=S	-0.1	7	-0.2	-2	2	1.8	0.5	3.0	-13	2.6	-0.7
O=c1cc(-c2ccc([N+](=O)[O-])cc2)c2cc3c(cc2[nH]1)OCCO3	-0.9	0	-1.5	-5	-4	-0.9	0.3	-0.8	-1	-3.0	1.7

Entries of single compounds from above. Screens in order: DAX1 inh-1	NPR1 activator	ssDAF-12 act	ADAM17 inh	SMARCA2 activ	hcDAF12 agonist	PG9 binder	GAA850 FXN act	ADAM10 inh	hgDAF12 agonist	DAX1 inh-2
CCCCCc1cc(=O)oc2c(C(CCN(CC)CC)c3ccc(OC)cc3)c(OC)cc(OC)c12 (configuration not stated) as listed: -0.3	-1	-0.9	-38	-1	0.0	0.9	-2.9	-113	2.2	0.8
CC(=O)Nc1ccc(S(=O)(=O)N(C)CC(=O)Nc2nc3ccccc3[nH]2)cc1 as listed: -0.9	1	-1.3	2	-1	-0.5	1.3	-1.3	-13	-0.2	-0.3

(list continues)
SMILES	DAX1 inh-1	NPR1 activator	ssDAF-12 act	ADAM17 inh	SMARCA2 activ	hcDAF12 agonist	PG9 binder	GAA850 FXN act	ADAM10 inh	hgDAF12 agonist	DAX1 inh-2
Cc1cc(=O)[nH]c(SCC(=O)N2CCCc3ccccc32)n1	0.9	2	-1.1	-3	-2	2.6	-2.2	1.5	-1	-1.7	-1.2
CCCCOCCCNC(=O)C[C@@H]1C[C@@]2(C(=O)OC)CCCCC=C2N(Cc2ccco2)C1=O	0.3	-2	-1.1	-4	-1	-0.9	0.2	nt	-9	-1.4	nt
COc1ccc(OCC(=O)NNC(=O)c2ccccc2OCc2c(C)noc2C)cc1	-0.1	1	-0.7	-2	-1	-1.8	-3.0	0.4	4	0.1	-0.8
CC(=O)N1CCN(S(=O)(=O)c2cccc(C(=O)Nc3ccc(C)cn3)c2)CC1	0.8	2	-1.1	-5	2	1.2	-1.0	2.7	-4	3.1	0.1
COc1ccc(Nc2nc3cc(-c4ccsc4)sc3c(=O)n2C)cc1OC	-1.9	2	-1.2	2	3	-1.2	-2.4	0.9	-2	2.1	nt
CC(C)C[C@H]1COc2cc(Br)ccc2S(=O)(=O)N1Cc1cccc(Cl)c1	0.8	1	-0.7	4	1	-0.4	-1.4	nt	5	3.7	nt
C=C1CC2C3CC[C@@]4(OCOC45COCO5)[C@@]3(C)C(O)CC2[C@@]2(C)CCC(=O)C=C12 (some centres not stated)	0.3	-1	-1.4	0	-1	-0.8	-1.3	3.2	4	-5.6	-1.0
NC(=O)N/N=C/c1ccc(N2CCOCC2)s1	0.3	-16	-0.9	-9	-1	0.4	-18	3.1	-34	2.4	-0.2
O=c1c2ccccc2cnn1Cc1ccc(Cl)c(Cl)c1	-0.3	-8	-0.9	2	-2	0.5	0.1	0.4	1	2.4	-0.2
FC(F)(F)c1ccc(-c2nnc(-c3ccccn3)c(-c3ccccn3)n2)nc1	-0.2	-3	-1.5	-3	0	-0.8	-1.7	0.0	1	-0.5	0.5
CSc1nc(C)c(CCOCc2ccccc2)c(=O)[nH]1	0.9	1	-1.1	1	1	-1.9	-0.8	2.5	-2	-1.9	1.0
CC12CCC(=O)C=C1CCC1C2C(=O)CC2(C)C1CCC2(O)C(=O)CO (configuration not stated)	0.3	1	-0.8	-1	2	1.8	-0.5	0.7	-3	1.9	2.6
O=S(=O)(NCCn1cccc1)c1ccc2ccccc2c1	0.2	-1	-1.1	-2	-2	0.4	-0.9	1.3	-1	2.7	1.7
Cc1ccc(NC(=O)C(OC(=O)c2ccc(NC(N)=O)cc2)c2ccccc2)cc1Cl (configuration not stated)	-0.1	1	-0.8	18*	-1	-3.8	-1.7	-2.3	32*	3.8	-0.5
Cc1cccc(C(=O)OCN2C(=O)c3ccccc3C2=O)c1[N+](=O)[O-]	0.2	3	-0.8	-5	4	0.5	-1.5	1.1	0	1.0	0.0
CCOC(=O)C1=CN(Cc2cccc(F)c2)S(=O)(=O)NC1c1ccc(Br)cc1F (configuration not stated)	-1.0	-10	-1.1	9.6*	-3	-1.5	0.3	0.4	21*	-3.6	-1.2
COc1ccc(NC(=O)CC2C(=O)N(C)C(=S)N2CCc2ccccc2)cc1 (configuration not stated)	-0.5	0	-1.7	2	4	0.4	-2.3	0.1	12	-0.6	-0.6
COCCN(Cc1cc2cc3c(cc2nc1Cl)OCO3)C(=O)Nc1ccc(F)cc1	-0.4	nt	-1.1	-2	-2	0.9	1.1	-1.5	-7	-0.9	-3.1
CNC(=O)C1Cc2c(-c3ccccc3Oc3ccccc3)ccnc2O1 (configuration not stated)	-0.8	-5	-0.6	-3	-4	0.8	0.8	1.5	-8	-5.2	nt
O=S(=O)(c1ccc(C(F)(F)F)cc1)N1CCCc2nc(-c3ccc(Br)cc3)ccc21	0.4	2	-0.4	-1	15*	0.1	-0.5	nt	-12	4.2	nt
CCOC(=O)c1c(OCC)[nH]c2ccc(O)cc12	0.0	2	-0.9	-4	-4	-1.5	-2.4	-1.8	-2	2.4	-0.1
Cc1ccc(NC(=O)CCc2ccccc2)cc1S(=O)(=O)N1CCOCC1	-2.3	1	-1.6	-1	-5	-1.7	1.9	0.7	-6	-3.3	0.0
CC(C)OC(=O)N(C)C[C@@H]1OCc2cn(nn2)CCCC(=O)N([C@H](C)CO)C[C@H]1C	1.1	1	-0.3	-5	-1	0.5	-1.6	1.9	-10	-3.5	0.7
COc1ccc(OC)c(-c2nc(C(N)=O)c3[nH]c(=O)n(-c4ccc(F)cc4)c3n2)c1	-0.7	-7	-1.3	-4	0	-1.8	-2.5	-4.1	-12	4.4	0.6
O=S(=O)(Nc1ccc(Oc2ncccn2)c(Cl)c1)c1ccc(F)cc1	-0.4	2	-0.9	-3	-3	-0.8	-1.0	0.8	7	-1.1	1.1
CC(C)C(NC(=O)CSc1ccc(Cl)cc1)C(C)C	0.2	2	-1.2	-2	0	-0.8	1.1	1.2	-3	-0.7	0.0
CC(C)Oc1ccccc1/C=N/NC(=O)c1ccc(F)cc1	-0.2	-5	-0.4	-1	-2	2.3	0.5	-1.5	5	3.8	-0.2
O=C(N/N=C/c1cccnc1)c1ccccc1OCc1cccc(Br)c1	-0.7	2	-1.6	0	1	-0.3	-3.0	-1.2	4	-0.5	-0.6
O=C(CSc1ccc2nnc(-c3ccc(F)cc3)n2n1)N1CCOCC1	0.9	-5	0.4	-16	0	-1.9	2.0	-0.5	-68	-0.6	0.7
CC1CCCN(c2nc(N(C)c3ccccc3)nc(N)c2[N+](=O)[O-])C1 (configuration not stated)	0.1	5	-1.2	0	-3	0.3	1.9	1.3	10	2.8	2.2
O=c1oc2ccccc2n1CCCCCn1c(=O)oc2ccccc21	0.2	-5	-1.2	3	0	-1.2	1.1	0.0	-8	-1.5	-0.3
CN(C(=O)COC(=O)COc1ccc2ccccc2c1)c1ccccc1	0.7	2	-1.2	0	0	0.2	-0.8	-0.2	-3	-0.3	1.4
O=C(Nc1ccc2c(c1)Cc1ccccc1-2)c1ccccc1F	1.4	1	-0.3	-6	3	1.1	-1.5	4.0	-3	11*	3.6
COc1ccc(-c2c(NCCc3ccccc3)c(=O)c2=O)cc1	-0.3	5	-0.4	0	3	-2.8	-4.7	2.3	5	2.9	-0.7
CCn1c(SCC(=O)Nc2ccccc2N2CCOCC2)nnc1-c1ccccc1	-0.9	-13	-0.8	-4	0	-1.5	2.4	-2.0	-8	-0.4	0.6
C=CCN1C(=O)C(CC(=O)O)SC1=Nc1c(C)n(C)n(-c2ccccc2)c1=O (configuration not stated)	1.2	-2	-1.1	-1	-3	-0.3	-1.8	-0.2	14	0.0	-0.5
COc1ccc(Cc2c(-c3cccc(Br)c3)nc3ccc(Cl)cn23)c(C)c1	2.3	-15	-0.5	-7	5	2.4	-0.4	nt	-27	4.7	nt
C/C(=N\NC(=S)NC1CCCCC1)c1ccc(Cl)c(Cl)c1	0.3	-5	-1.6	-9	-1	-1.1	-1.8	0.7	-1	-1.5	25*
CCOC(=O)C1CCCN(C(=O)Cn2cnc3sc(C)c(S(=O)(=O)N4CCOCC4)c3c2=O)C1 (configuration not stated)	0.3	-2	-0.3	-1	-2	0.2	-1.1	-0.5	0	-0.4	-0.4
